Bioassay records (PubChem BioAssay)
MPTP block: inhibitors of mitochondrial permeability transition pore. actives 1.4% (n = 360,000). inhibition, % at 10 µM. isolated mouse mitochondria, Ca2+ swelling absorbance, 30 min;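 active = inhibition of 50% or more, scaled per plate between neutral and stimulator controls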;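 note: 0% = DMSO wells given calcium and 100% = 1 mM EGTA wells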
MIN6 prolif: inducers of beta-cell replication in MIN6 cells | MIN6 cells proliferation, ATPlite luminescence, 48 h; cells starved in 0.2% serum; 100% = growth in 10% serum | proliferation, % at 10 µM | actives 0.29% (n = 330,000);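 active = compounds whose signal lies at least 3.5 SD above the mean of all wells on their plate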;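 note: 0% = DMSO-treated cells in low-serum medium and 100% = 10% serum control; some compounds called inactive have numbers as strong as hits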
A3G deaminase: APOBEC3G (human) deaminase inhibition; inhibition, % at 20 µM; actives 0.28% (n = 330,000); recombinant A3G, ssDNA deamination FAM/TAMRA fluorescence;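 active = inhibition of at least 40% at 20 µM, with no more than 30% in the related APOBEC3A deaminase screen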;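 note: plate controls were DMSO wells with A3G for no effect and wells lacking A3G enzyme for full effect; some compounds called inactive have numbers as strong as hits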
hIAP act: increases human intestinal alkaline phosphatase activity; purified human IAP, CDP-Star luminescence, 30 min; hits give high values; 1 = vehicle-only enzyme, 0 = enzyme-free background; P09923; activation factor at 10 µM; actives 0.16% (n = 330,000);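 active = activation factor of the enzyme at least 2-fold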; note: the source names both 10 and 20 µM as test concentration; values of inactives mirror those of a sister screen read the other way
Target sequence (P09923 whole entry, looked up): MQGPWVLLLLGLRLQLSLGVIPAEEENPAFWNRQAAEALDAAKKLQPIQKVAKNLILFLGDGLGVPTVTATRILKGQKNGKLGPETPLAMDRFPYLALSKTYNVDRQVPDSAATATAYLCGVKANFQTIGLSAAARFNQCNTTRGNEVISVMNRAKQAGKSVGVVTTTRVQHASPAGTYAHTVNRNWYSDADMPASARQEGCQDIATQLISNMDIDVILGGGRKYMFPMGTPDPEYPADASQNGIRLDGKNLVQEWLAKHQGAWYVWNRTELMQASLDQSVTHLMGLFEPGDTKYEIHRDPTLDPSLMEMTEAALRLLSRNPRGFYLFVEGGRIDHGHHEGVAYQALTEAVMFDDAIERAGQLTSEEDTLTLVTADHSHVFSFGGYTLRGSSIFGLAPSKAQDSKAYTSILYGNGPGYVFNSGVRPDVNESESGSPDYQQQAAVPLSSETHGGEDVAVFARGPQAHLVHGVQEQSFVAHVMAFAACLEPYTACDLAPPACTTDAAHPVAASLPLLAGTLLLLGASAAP
hIAP inh: blocks human intestinal alkaline phosphatase; P09923; inhibition, % at 10 µM; AID 2544; purified IAP, CDP-Star luminescence, 30 min; actives 0.12% (n = 330,000);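 active = inhibition reaching a set limit with compound at 10 µM in the primary screen, cut at about 35% in these data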;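 note: plate controls were DMSO wells with enzyme for no effect and no-enzyme buffer wells for full effect; values of inactives mirror those of a sister screen read the other way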
mIAP block: blocks mouse intestinal alkaline phosphatase | purified mouse IAP, CDP-Star luminescence, 30 min | inhibition, % at 10 µM | actives 0.2% (n = 330,000);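 active = inhibition of at least 40% at 10 µM in the primary screen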;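 note: plate controls were DMSO with enzyme for no effect and no enzyme wells for full effect; values of inactives mirror those of a sister screen read the other way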
APOBEC3A inh: blocks human APOBEC3A ssDNA deamination. inhibition, % at 20 µM. recombinant A3A, FAM/TAMRA ssDNA deamination fluorescence. actives 0.41% (n = 330,000). P31941. AID 493011;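 active = at least 40% inhibition at 20 µM here, with at most 30% in a related deaminase screen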;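 note: plate controls were A3A with DMSO for no effect and wells lacking A3A enzyme for full effect; some results filed as inactive read as strong as hits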
mIAP act: increases mouse intestinal alkaline phosphatase activity. muIAP, CDP-Star luminescence, 30 min; hits give high values; 1 = vehicle-only enzyme signal, 0 = enzyme-free wells. activation factor at 10 µM. actives 0.24% (n = 330,000). AID 2805;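 active = activation factor of at least 2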; note: the source names both 10 and 20 µM as test concentration; values of inactives mirror those of a sister screen read the other way
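System: Mouse IAP enzyme | Also added: CDP-Star substrate | Dosing: Compounds dispensed in DMSO | Schedule: 30 min enzyme-substrate-compound incubation at room temperature | Technique: Chemiluminescence readout | Control set: DMSO-only wells and no-enzyme negative control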
ATG4B inh: blocks human ATG4B protease cleavage of LC3 substrate. actives 0.51% (n = 340,000). inhibition, % at 8.33 µM. ATG4B cleavage of LC3-PLA2, NBD-HPC fluorescence, 1 h. AID 504462. Q9Y4P1; in the data active = inhibition above about 40%
Target sequence (Q9Y4P1 whole entry, looked up): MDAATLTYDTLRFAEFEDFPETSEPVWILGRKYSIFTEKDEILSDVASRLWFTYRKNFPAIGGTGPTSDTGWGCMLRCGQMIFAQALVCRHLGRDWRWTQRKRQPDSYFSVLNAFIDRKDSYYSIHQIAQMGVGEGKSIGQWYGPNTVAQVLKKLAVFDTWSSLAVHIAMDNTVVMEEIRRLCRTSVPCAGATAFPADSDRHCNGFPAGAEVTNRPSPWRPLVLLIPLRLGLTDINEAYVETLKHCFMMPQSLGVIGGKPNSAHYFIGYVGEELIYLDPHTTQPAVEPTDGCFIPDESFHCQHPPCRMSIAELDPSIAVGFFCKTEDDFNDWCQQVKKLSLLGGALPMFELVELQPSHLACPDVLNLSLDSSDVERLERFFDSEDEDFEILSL
* marks the source's active call; other numbers are inactive results.

1: O=S(=O)(c1ccc2c(c1)CCN2)N1CCOCC1
2: COc1ccc(C2(C(=O)Nc3c(C)n(C)n(-c4ccccc4)c3=O)CCCC2)cc1OC
3: COc1ccc(-c2csc(NC(C)=O)n2)cc1OC
4: Cc1cccc(C(=O)N/C(=C\c2ccco2)C(=O)N2CCCCCC2)c1
5: Cc1nnc(SCC(=O)Nc2ccc3c4c(cccc24)CC3)n1C
6: COc1ccc(/C=N/NC(=O)CCCCCNC(=O)c2ccccc2)cc1
7: CCOC(=O)c1csc(N/N=C2\CCc3ccccc32)n1
8: O=C1CC(NS(=O)(=O)c2cccs2)CN1c1ccc(Cl)cc1 (stereo not drawn)
assay / entry	1	2	3	4	5	6	7	8
APOBEC3A inh	-1	-2	0	-2	-4	3	0	-4
MIN6 prolif	0	-2	0	0	-3	-2	-4	1
mIAP act	0.96	1	0.94	0.94	0.99	1	0.86	1
mIAP block	4	-3	6	6	1	-5	14	-2
hIAP act	1	1	0.94	0.89	0.93	1.1	0.97	1.1
A3G deaminase	-3	-2	-1	-6	-3	-4	0	-3
MPTP block	-0.2	-1.5	-0.2	-1.4	0.5	-0.8	-0.2	0.0
ATG4B inh	-2	1	-11	-2	-9	-7	-9	-3
hIAP inh	0	-4	6	11	7	-9	3	-8

9: O=C(Nc1nnc(SCC(=O)N2CCCCC2)s1)c1c(F)cccc1F
10: Cc1cc(C)c2c(n1)sc1c(N3CCN(CCO)CC3)ncnc12
11: O=C1CCc2cc(S(=O)(=O)N3CCN(C(=O)c4ccco4)CC3)ccc2N1
12: C[C@H](CO)N1C[C@H](C)[C@@H](CN(C)S(=O)(=O)c2ccc(F)cc2)Oc2ccc(NS(=O)(=O)c3ccccc3)cc2C1=O
13: Cc1cc([N+](=O)[O-])cnc1N1CCOCC1
14: CC(OC(=O)c1ccc2c(=O)n3c(nc2c1)CCCCC3)C(=O)Nc1ncc(Cl)cc1Cl (stereo not drawn)
15: Cc1n[nH]c(C)c1C(=O)CC1(O)C(=O)N(CCc2ccccc2)c2ccc(Cl)cc21 (stereo not drawn)
16: COc1ccc(NC(=O)C(=O)Nc2cccc3cccnc23)c(OC)c1
assay / entry	9	10	11	12	13	14	15	16
APOBEC3A inh	0	3	-9	1	-1	1	0	0
MIN6 prolif	0	4	-1	-1	-2	1	-1	-4
mIAP act	0.88	0.92	1	1	0.91	0.98	1.1	0.96
mIAP block	12	8	0	0	9	2	-11	4
hIAP act	0.94	0.86	0.88	1	0.83	1	1.4	0.9
A3G deaminase	-5	-3	-8	5	-6	-4	-1	-1
MPTP block	-1.2	-0.5	-1.2	0.0	-0.9	-0.1	-1.1	2.1
ATG4B inh	-2	-1	2	1	0	1	4	0
hIAP inh	6	14	12	-2	17	0	-40	10

17: CC(NC(=O)COc1ccc(Oc2ccccc2)cc1)C(=O)O (stereo not drawn)
18: O=C(O)/C=C/c1ccc(OCCCF)cc1
19: O=C(Nc1ccc(Oc2ccsc2C(=O)O)cc1)c1ccccc1
20: CCOC(=O)c1c(NC(=O)CN2CCN(C)CC2)sc(C(=O)Nc2ccccc2)c1C
21: Cc1cc(CNC(=O)c2cccc3c2C(=O)c2ccc(-c4ccc(F)cc4OCc4ccccc4)cc2S3(=O)=O)c(C(F)(F)F)o1
22: COc1ccc(CCN=C2SCC(=O)N2Cc2ccccc2)cc1OC
23: Cc1onc(-c2ccccc2)c1C(=O)NCc1ccccc1F
24: CCOC(=O)c1cc2c(C)[nH]c(C)c2cc(C(=O)OCC)c1=O
assay / entry	17	18	19	20	21	22	23	24
APOBEC3A inh	1	0	-6	-1	10	-3	-3	-2
MIN6 prolif	-1	-1	0	-6	-6	-2	0	-2
mIAP act	1	0.99	0.99	0.93	0.76	0.97	0.95	0.99
mIAP block	-2	1	1	7	24	3	5	1
hIAP act	1.4	0.93	1	0.91	1.1	1	0.97	0.86
A3G deaminase	0	-4	-9	-2	2	-1	-8	-5
MPTP block	-0.7	-2.5	-0.9	-1.8	1.8	-0.9	0.6	-2.4
ATG4B inh	-5	-10	-3	-14	5	2	-3	-11
hIAP inh	-40	7	0	9	-14	-4	3	14

25: Cc1cc(C)cc(N(C(=O)CNC(=O)c2ccco2)C(C(=O)NC2CCCCC2)c2cccnc2)c1 (stereo not drawn)
26: CC(C)c1ccc(S(=O)(=O)N2CCN(C(=O)c3ccc(N4CCCC4)c([N+](=O)[O-])c3)CC2)cc1
27: COc1ccccc1-c1coc2c(CN3CCN(CCO)CC3)c(O)ccc2c1=O
28: CC(C)C1N(C(=O)N2CCOCC2)CCN1S(=O)(=O)c1ccccc1 (stereo not drawn)
29: Cc1nn(Cc2ccccc2Cl)c2sc(C(=O)NCc3ccc4c(c3)OCO4)cc12
30: Cc1ccc(C)c(NC(=O)CCn2cnnn2)c1
31: COc1ccc(C2CCCN2C(=S)Nc2ccc(C)cc2C)cc1OC (stereo not drawn)
32: Cn1c2c(c(=O)n(C)c1=O)C(c1ccc(Br)cc1)Nc1ccccc1O2 (stereo not drawn)
assay / entry	25	26	27	28	29	30	31	32
APOBEC3A inh	7	4	4	-3	-1	0	-9	-2
MIN6 prolif	-1	-5	0	1	-1	0	0	1
mIAP act	1.1	0.94	1	1	1.1	1	1	1
mIAP block	-12	6	-3	0	-10	-1	0	-4
hIAP act	0.93	0.85	1.1	0.97	0.99	1	1	0.91
A3G deaminase	-16	19	-2	-9	-7	1	-8	-5
MPTP block	0.0	0.1	1.7	0.5	-1.4	-2.1	1.9	-1.8
ATG4B inh	-9	3	-3	-1	34	1	27	-2
hIAP inh	7	15	-6	2	1	0	-4	9

Profiles as entered above.
Cc1nn(Cc2ccccc2Cl)c2sc(C(=O)NCc3ccc4c(c3)OCO4)cc12 is listed as APOBEC3A inh = -1; MIN6 prolif = -1; mIAP act = 1.1; mIAP block = -10; hIAP act = 0.99; A3G deaminase = -7; MPTP block = -1.4; ATG4B inh = 34; hIAP inh = 1
COc1ccccc1-c1coc2c(CN3CCN(CCO)CC3)c(O)ccc2c1=O is listed as APOBEC3A inh = 4; MIN6 prolif = 0; mIAP act = 1; mIAP block = -3; hIAP act = 1.1; A3G deaminase = -2; MPTP block = 1.7; ATG4B inh = -3; hIAP inh = -6

Additional compounds.
33: C[C@@H]1CN([C@@H](C)CO)C(=O)c2cc(NS(C)(=O)=O)ccc2O[C@H]1CN(C)Cc1ccc(Oc2ccccc2)cc1
34: O=C(NNC(=O)c1cccs1)c1cccnc1
35: CC(=O)Nc1ccc(SCc2c(C)noc2C)cc1
36: Cn1c(=O)n(C)c2cc(C(=O)O)ccc21
37: O=C(Nc1ccccc1N1CCCCC1)c1ccc(OC(F)F)cc1
38: CCC(Oc1ccccc1)C(=O)Nc1ccc(C)c(S(=O)(=O)N2CCOCC2)c1 (stereo not drawn)
39: COc1cccc(N2CC(=O)N(NC(=O)CSc3nc(C)cc(C)c3C#N)CC2=O)c1
40: CCN(CC(=O)Nc1cccc(OC)c1)CC(=O)Nc1ccc(Br)c(C)c1
assay / entry	33	34	35	36	37	38	39	40
APOBEC3A inh	2	-2	-3	60*	0	2	2	-1
MIN6 prolif	1	1	-2	-3	-3	-4	0	-6
mIAP act	0.99	0.94	0.87	0.98	0.98	1	1	1.1
mIAP block	1	6	13	2	2	-5	-3	-11
hIAP act	1.1	0.95	1.1	0.84	1	0.91	1	1
A3G deaminase	13	-11	-9	-3	-6	81*	-3	-8
MPTP block	0.5	-0.1	-0.6	0.7	1.7	-0.6	12	0.4
ATG4B inh	2	-8	4	-4	7	2	8	-1
hIAP inh	-6	5	-9	16	-2	9	-2	-4

41: CS(=O)(=O)N(Cc1nc(-c2ccc(F)cc2)no1)c1ccccc1Cl
42: COc1cccc(N(C(=O)CNC(=O)c2ccco2)C(C(=O)NC2CCCCC2)c2ccncc2)c1 (stereo not drawn)
43: C/C(CCc1ccccc1)=N\NC(=O)COc1ccccc1C
44: Cn1c(C(=O)c2ccccc2)nc2ccccc21
45: O=C(N/N=C/c1cn(-c2ccccc2)nc1-c1ccc2c(c1)OCCO2)c1ccncc1
46: CCOc1ccccc1NC(=O)Nc1cccc(NC(C)=O)c1
47: O=C(CSc1nnc2scc(-c3ccccc3)n12)Nc1nsc(-c2ccc(Cl)cc2)n1
48: [O-][n+]1c2cc(C(F)(F)F)ccc2c2n1CCN=C2c1ccc(Cl)cc1
assay / entry	41	42	43	44	45	46	47	48
APOBEC3A inh	-3	-5	6	-3	-1	3	-2	1
MIN6 prolif	-2	-1	2	-1	-2	0	-3	-2
mIAP act	0.87	1.1	0.97	0.96	0.93	1.1	0.96	0.94
mIAP block	13	-6	2	4	8	-13	4	6
hIAP act	1	1.1	1.1	0.89	1.1	0.94	1.1	0.87
A3G deaminase	-11	-8	-1	-10	-4	-6	-5	-6
MPTP block	0.7	-0.2	-1.3	-0.5	-2.4	1.3	0.9	0.3
ATG4B inh	-2	-12	2	6	15	-5	-10	13
hIAP inh	-3	-15	-8	11	-14	6	-6	13

49: Cc1nc(C)c(C(=O)N/N=C/c2cc(Br)ccc2O)s1
50: CCN(c1ccccc1)S(=O)(=O)c1ccc2c(c1)CCCN2C(C)=O
51: COc1cc(NC(=O)c2cc(OC)c(OC)c(OC)c2)c(OC)cc1NC(=O)CN1CCCCC1
52: CCOC(=O)c1c(C)oc2ccc(OCc3cc(C(=O)OC)oc3C)cc12
53: CCN1C(=O)C2(SC(NC(C)=O)=NN2C(C)=O)c2cc(C)ccc21 (stereo not drawn)
assay / entry	49	50	51	52	53
APOBEC3A inh	4	-3	2	2	0
MIN6 prolif	-5	1	-2	-2	1
mIAP act	0.83	0.99	0.94	0.95	1
mIAP block	17	1	6	5	-5
hIAP act	1.7	0.94	0.98	1.1	0.91
A3G deaminase	-3	-1	-5	2	1
MPTP block	3.6	-0.1	-0.8	-1.2	-0.8
ATG4B inh	-2	2	-16	6	-13
hIAP inh	-68	6	2	-6	9
